# CDK5 inh = CDK5/p35 (human) kinase inhibition; inhibition, % at 10 µM; actives 0.01% (n = 330,000); AID 488839; Recombinant CDK5/p35, ADP-Glo luminescence, 60 min;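 active means highest replicate inhibition of at least 50% and at least 75% of replicates reaching 50%; inconclusive means only one of the two criteria met; inactive means both criteria failed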;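 further: plate controls were DMSO neutral control for no effect and GW8510 at 10 µM for full effect; many of its hits are not listed in these tables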
# Target sequence (Q00535 whole entry, looked up): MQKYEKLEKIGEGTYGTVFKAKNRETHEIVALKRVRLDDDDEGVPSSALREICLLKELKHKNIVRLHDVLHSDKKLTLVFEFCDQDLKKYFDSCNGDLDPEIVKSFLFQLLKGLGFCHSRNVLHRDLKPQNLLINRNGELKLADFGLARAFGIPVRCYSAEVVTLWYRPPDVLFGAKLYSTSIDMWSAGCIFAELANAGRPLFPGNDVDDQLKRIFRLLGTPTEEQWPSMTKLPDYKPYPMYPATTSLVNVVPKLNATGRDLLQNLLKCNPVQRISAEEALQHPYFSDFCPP
# Target sequence (Q15078 whole entry, looked up): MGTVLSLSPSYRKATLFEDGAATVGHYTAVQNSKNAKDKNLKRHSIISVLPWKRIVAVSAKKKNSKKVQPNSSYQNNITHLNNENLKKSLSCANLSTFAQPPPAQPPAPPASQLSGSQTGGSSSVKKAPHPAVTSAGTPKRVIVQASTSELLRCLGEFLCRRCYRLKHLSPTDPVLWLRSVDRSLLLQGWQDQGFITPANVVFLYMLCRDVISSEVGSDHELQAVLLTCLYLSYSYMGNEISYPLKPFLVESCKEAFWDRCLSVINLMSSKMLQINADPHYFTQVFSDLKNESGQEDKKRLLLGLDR
# CAL PDZ FP-1 = CAL PDZ (human) peptide binding inhibition; AID 602252; actives 0.92% (n = 300,000); purified CAL PDZ, TMR-peptide fluorescence polarization, 1 h; Q9HD26; inhibition, % at 24.9 µM;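 active means mean inhibition of at least 30% with at least half of replicates also reaching 30%; inconclusive means no clear call, values can overlap the other calls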;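 further: 0% = DMSO neutral control and 100% = excess unlabeled competitor peptide PRC23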
# CAL PDZ FP-2 = inhibitors of human CAL PDZ peptide binding; Q9HD26; purified CAL PDZ, TMR-peptide fluorescence polarization, 1 h; inhibition, % at 20 µM; actives 0.02% (n = 330,000); AID 504414;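 active means highest replicate inhibition of at least 40%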;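 further: plate controls were DMSO neutral control wells for no effect and unlabeled competitor peptide control wells for full effect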
#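 Read-out basis: mP drop reported as inhibition | Assay system: Tagged CAL PDZ protein CerCALP, purified | Benchmarks: Unlabelled peptide for full inhibition, DMSO wells as neutral | Schedule: 1 h incubation at room temperature before polarization reading | Buffer or medium: Sodium phosphate/NaCl buffer pH 7.4 with TCEP, IgG, Thesit | Doses: Single point, 20 µM | Measured by: Fluorescence polarization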
# MITF act = activators of MITF-driven TRPM1 promoter activity in SK-MEL-5 cells; SK-MEL-5 TRPM1-promoter luciferase, 24 h; % of positive control, neutral wells = 0; activation, % at 12.5 µM; actives 0.75% (n = 300,000); AID 588334;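 active means mean activation of at least 80% with every replicate also reaching 80%; inconclusive means mean reaches 80% but some replicate falls short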;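 further: 0% = neutral control wells and 100% = parthenolide positive control wells; values of inactives mirror those of a sister screen read the other way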
# dFosB activator = mouse delta FosB homodimer activation; P13346; purified delta FosB, TAMRA-CDK5 oligo fluorescence polarization; percent of positive-control signal above neutral wells; activation, % at 25 µM; actives 0.99% (n = 340,000); AID 493131;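 active means mean activation above about 17%, with every replicate also reaching it, limit read from the data, passing the limit was not always enough; inconclusive means only one of the two conditions met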;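 further: fluorescence polarization rise as delta FosB binds a TAMRA Cdk5 AP-1 oligo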
# Wnt bcat act = activates Wnt/beta-catenin signaling in a reporter cell assay; actives 1.2% (n = 300,000); activator, plate reader; activation, % at 9.35 µM; in the data active means activation above about 30%, passing the limit was not always enough; inconclusive means no clear call, values can overlap the other calls;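 further: 0% = neutral control wells and 100% = positive control wells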
# Rtt109 Vps75 = C. albicans Rtt109 histone acetyltransferase inhibition; Q5AAJ8; purified Rtt109/Vps75, ThioGlo CoA-SH fluorescence, 4 h; inhibition, % at 34.9 µM; actives 0.16% (n = 330,000);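 active means inhibition of at least 50% in every replicate; inconclusive means best replicate reaches 50% inhibition but some replicates fall short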
# Target sequence (Q5AAJ8 whole entry, looked up): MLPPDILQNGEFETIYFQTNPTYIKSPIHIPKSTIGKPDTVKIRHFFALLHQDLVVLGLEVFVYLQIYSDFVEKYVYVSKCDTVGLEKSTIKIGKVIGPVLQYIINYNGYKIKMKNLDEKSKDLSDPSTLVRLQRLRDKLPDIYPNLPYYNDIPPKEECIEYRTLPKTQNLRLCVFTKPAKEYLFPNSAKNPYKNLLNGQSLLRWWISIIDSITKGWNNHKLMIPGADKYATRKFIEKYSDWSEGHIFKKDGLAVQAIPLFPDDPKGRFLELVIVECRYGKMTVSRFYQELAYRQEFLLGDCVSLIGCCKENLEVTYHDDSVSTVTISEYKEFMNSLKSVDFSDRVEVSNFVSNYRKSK
# V-ATPase pH = regulators of yeast V-ATPase proton transport | S. cerevisiae, pHLuorin cytosolic pH fluorescence | response, % at 10 µM | actives 0.37% (n = 350,000); in the data active means response mostly above about 7.3%, no sharp cut-off; inactive means mostly below about 5.4%; further: actives read high; inactives centre near 0; some compounds called inactive have numbers as strong as hits
# RTF Ca sens act = increases calcium sensitivity of human cardiac regulated thin filaments. P19429+P45379. IANBD-labeled TnC RTF fluorescence at EC20 calcium; 0% EC20 calcium, 100% full calcium. activation, % at 7.2 µM. actives 0.24% (n = 340,000). AID 493008;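 active means activation above the mean over all tested compounds plus 3 SD, cut at about 30% in these data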;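 further: rise in fluorescence read as greater calcium sensitivity of cardiac thin filaments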
# Tat transport = E. coli Tat transport inhibition. E. coli MC4100 TorA-mCherry Tat export, fluorescence. actives 0.036% (n = 340,000). AID 488895. inhibition, % at 10 µM;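 active means mean replicate inhibition at least 50% and at least half of replicates individually reaching 50%; inconclusive means only one of the two criteria met; inactive means neither criterion met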;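 further: exported cargo escapes ClpAP degradation while cytoplasmic cargo is degraded and loses fluorescence; 0% = median of neutral control wells and 100% = median of NaSCN control wells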
# Starred values were filed as active, the others as inactive; ? = inconclusive; . = no result given.
SMILES,CDK5 inh,CAL PDZ FP-1,CAL PDZ FP-2,MITF act,dFosB activator,Wnt bcat act,Rtt109 Vps75,V-ATPase pH,RTF Ca sens act,Tat transport
Cc1cc(C)c(OCC(=O)OCC(=O)N2CCc3ccccc3C2)c(C)c1,-0.2,-1,-2.3,6,-5,3,10,-1,-3,12
C#CCSc1nnnn1-c1ccc(OCC)cc1,-0.4,.,0.1,1,-2,-2,-5,3,4,-7
Nc1[nH]c(=O)nc(Nc2ccccc2)c1N=O,-1.1,-7,-0.6,-8,-6,-1,-7,-4,-2,-2
CSc1ccc(-c2nnn(CC(=O)NCc3ccccc3)n2)cc1,-0.5,-2,-0.7,-7,4,-3,-9,-5,1,-9
Cc1ccc(OCCCC(=O)Nc2cc(Cl)ccc2-n2cncn2)cc1,0.3,-2,-2.5,-1,-5,4,11,1,-6,4
COc1ccc([N+](=O)[O-])cc1N(CC(=O)N1CCCCC1)S(C)(=O)=O,-0.1,0,-0.5,-3,-17,-3,-9,-1,0,-7
CC1(C)Cc2c(sc(NC(=O)COc3ccc(Cl)cc3)c2C(N)=O)C(C)(C)N1,0.1,-5,16,-4,80*,-4,-5,-1,5,-4
CC(=O)N1CCN(C(=O)CCNS(=O)(=O)c2ccc(Br)cc2)CC1,-2.7,0,-0.1,3,-2,3,3,1,1,0
O=[N+]([O-])c1ccc(N2CCN(Cc3ccncc3)CC2)cc1,-0.2,.,-2.6,.,-13,-2,4,3,8,-4
CC(C)(C)C(=O)Cn1ncc(N2CCOCC2)c(Cl)c1=O,0.6,-5,-0.2,.,2,4,-13,-4,-2,-4
COc1ccc(-c2cc(CS(=O)(=O)c3ccccc3)on2)cc1,-4.0,.,-0.3,?,-2,-1,1,0,3,-9
O=C(CSc1nc2ccccc2c(=O)n1-c1cccc(C(F)(F)F)c1)NC1CC1,-2.5,-1,-2.0,0,1,3,-10,-2,-2,-1
Cc1ccc(NC(=O)COC(=O)CNC(=O)c2ccc(C)s2)cc1,-0.5,-3,-1.2,1,5,-3,6,4,3,-5
O=C(c1cccc(C(=O)N2CCN(Cc3ccccc3)CC2)c1)N1CCN(Cc2ccccc2)CC1,0.3,-2,-1.0,-11,-12,.,-5,-1,3,1
O=C(O)Cn1c(SCCOc2ccc(Cl)cc2)nc2ccccc21,1.8,-5,-2.2,-14,-2,0,11,-2,6,5
CCN1C(=O)/C(=C2/C=CC=CN2C)OC1=S,-0.1,0,-1.7,.,6,-1,3,1,1,-12
O=S(=O)(c1ccc2oc3ccccc3c2c1)N1CCOCC1,0.2,-3,-0.4,2,4,-5,8,0,-5,2
N#CC1=C(N)Oc2c(oc(CO)cc2=O)C1c1ccsc1 (configuration not stated),0.0,0,-2.6,.,-8,.,3,0,8,-3
COc1cccc(NC(=O)CCN2C(=O)C3CC=CCC3C2=O)c1 (configuration not stated),-4.1,1,-0.8,37,3,13,-21,0,-4,4
COc1ccc(-n2c(=O)c3c4c(sc3n(CC(=O)Nc3cc(C)[nH]n3)c2=O)CCCC4)c(OC)c1,0.3,10,-1.9,0,-5,-3,1,-3,1,8
Cc1cc(C)n2nc(C(=O)OCC(=O)NC3CCCCC3)nc2n1,-1.1,-5,-0.9,0,-8,0,-2,-4,4,-5
Cc1ccc(S(=O)(=O)N2CCC(O)(c3cccnc3)CC2)cc1,1.1,-1,-0.2,-1,1,.,-14,-2,-6,4
CCOC(=O)C1CN(S(=O)(=O)c2ccc(OC)cc2)c2cc(Cl)ccc2O1 (configuration not stated),-0.1,-7,0.5,2,-3,-2,7,-4,-1,4
CCOC(=O)C1(Cc2ccc(Cl)cc2)CCN(C(=O)c2sc(C)nc2C)CC1,0.3,0,-1.4,-6,-18,-2,0,1,-2,24
C=CCN(c1ccccc1C(=O)O)S(=O)(=O)c1ccc(C)cc1,-0.1,0,0.6,-8,-12,9,2,1,-2,-12

# Entries of single compounds as entered above.
# CCOC(=O)C1(Cc2ccc(Cl)cc2)CCN(C(=O)c2sc(C)nc2C)CC1 across the screens: CDK5 inh: 0.3; CAL PDZ FP-1: 0; CAL PDZ FP-2: -1.4; MITF act: -6; dFosB activator: -18; Wnt bcat act: -2; Rtt109 Vps75: 0; V-ATPase pH: 1; RTF Ca sens act: -2; Tat transport: 24
# O=C(O)Cn1c(SCCOc2ccc(Cl)cc2)nc2ccccc21 across the screens: CDK5 inh: 1.8; CAL PDZ FP-1: -5; CAL PDZ FP-2: -2.2; MITF act: -14; dFosB activator: -2; Wnt bcat act: 0; Rtt109 Vps75: 11; V-ATPase pH: -2; RTF Ca sens act: 6; Tat transport: 5

# (further entries)
SMILES,CDK5 inh,CAL PDZ FP-1,CAL PDZ FP-2,MITF act,dFosB activator,Wnt bcat act,Rtt109 Vps75,V-ATPase pH,RTF Ca sens act,Tat transport
O=C(COC(=O)Cc1ccccc1F)Nc1ccc(Cl)cn1,5.0,-1,-2.8,-3,-1,1,-6,-1,-4,-7
O=C(Cn1ncc2c3ccccc3n(Cc3ccccc3F)c2c1=O)NC1CC1,.,2,-2.3,-5,-4,1,-4,-5,-4,4
O=C1C2CC=CCC2C(=O)N1c1ncn[nH]1 (configuration not stated),-1.6,.,-1.4,-8,1,.,2,-2,1,1
CCOC(=O)/C(=N/Nc1ccc(OC)cc1)N1CCCc2ccccc21,0.9,-8,-0.3,-10,-4,0,16,1,3,1
CCc1cccc(N(C(=O)c2csnn2)C(C(=O)NC(C)(C)C)c2ccccn2)c1 (configuration not stated),0.0,-4,.,11,-5,-1,11,-2,0,5
Cc1ccc(-c2cc([C@H]3[C@@H]4C=CCC[C@@]4(C)C(=O)N3Cc3ccccc3)ccc2F)cc1,0.1,0,0.2,-1,2,-11,-2,3,-9,-6
O=C(Cc1ccccc1)Nc1nc2ccccc2s1,0.6,-7,-0.9,?,-6,8,-2,4,-1,2
CC(C)N(Cc1ccccc1)C(=S)NC1CCCCC1,-0.9,1,-0.1,-3,-7,0,-5,6,4,-3
NC(=O)C1CCN(c2oc(/C=C/c3ccc(F)cc3)nc2S(=O)(=O)c2ccccc2)CC1,-2.1,0,-0.4,-5,-12,-3,14,-3,-12,-16
O=C(CN1CCC(C(=O)c2ccc(F)cc2)CC1)NCc1ccccc1F,-11,0,-2.7,-9,-9,-3,11,-2,4,28
CCOC(=O)c1c(-c2ccccc2)csc1NC(=O)c1cc2ccccc2oc1=O,-0.1,1,-2.3,19,2,-2,-3,0,4,-2
COc1ccc(C)cc1NC(=O)CSc1nnc(CC(=O)Nc2ccccc2C)n1C,4.6,.,-2.1,-1,-4,.,1,13,5,-10
Cc1cccc(NC(=O)[C@H](Cc2ccccc2)NC(=O)[C@@H]2Cc3ccccc3CN2)c1,0.0,-4,-3.1,2,-3,4,-15,-4,2,-2
COc1ccc(S(=O)(=O)NCc2nc3nc(C)cc(C)n3n2)cc1,-1.0,2,0.2,-1,3,-1,-1,3,6,-9
CC(C)N(CCn1c(=S)[nH]c2ccccc2c1=O)C(C)C,-1.3,-6,-1.4,-2,-15,.,0,-1,4,-4
CCn1nc(C)c(CNC(=O)C2CCC(=O)N(CCc3ccc(Cl)cc3)C2)c1C (configuration not stated),.,-4,-2.5,2,-6,-1,-6,-3,-2,-3
O=C(NCCc1ccc(F)cc1)C1CCCO1 (configuration not stated),-0.6,6,-0.7,12,-1,-1,3,1,0,0
O=C(NCCCO)c1nc2ccccc2s1,-4.4,-6,.,-1,1,.,6,1,5,15
N#C/C(=C/c1ccc(N2CCOCC2)c([N+](=O)[O-])c1)C(N)=O,2.9,0,-1.0,-8,-5,5,10,0,2,6
CC(=O)c1c(C)[nH]c(C(=O)NCCc2ccc(Cl)cc2)c1C,1.9,-1,-3.0,17,-9,-1,-8,3,0,-2
CCNC(=S)N(CCc1ccc(OC)c(OC)c1)Cc1cc2cc(OC)ccc2[nH]c1=O,-0.1,57*,-0.3,-1,-15,2,.,-2,-3,0
O=C(N/N=C/C=C/c1ccccc1)C1CC1(c1ccccc1)c1ccccc1 (configuration not stated),0.3,-1,-1.8,1,-7,.,-1,1,5,5
COc1ccc(C(=O)Nc2nc3cc4c(cc3s2)OCCO4)c(OC)c1,1.0,-4,-0.3,1,-3,17,10,-2,-1,2
Cn1cnnc1SCC(=O)Nc1ccc(S(=O)(=O)N2CCCC2)cc1,0.5,-1,-0.5,1,3,-1,3,0,-3,0
COc1ccc(-c2nc(CN3CCN(c4ccccc4OC)CC3)c(C)o2)cc1,3.5,-3,-7.6,-18,-6,-1,13,0,8,9
# Following part:
SMILES,CDK5 inh,CAL PDZ FP-1,CAL PDZ FP-2,MITF act,dFosB activator,Wnt bcat act,Rtt109 Vps75,V-ATPase pH,RTF Ca sens act,Tat transport
COC(=O)c1cn(NC(=O)c2ccc([N+](=O)[O-])c(C)c2)c(=O)c2ccccc12,0.8,0,-0.1,-9,-5,0,3,-3,-2,5
Cc1cc(Nc2ccc(F)cc2C)n2nc(C)nc2n1,2.8,1,0.5,6,-1,-5,7,2,1,0
COC(=O)CSC(=S)N1C(C)CCCC1C (configuration not stated),1.3,.,-0.5,-2,-5,-1,4,0,-1,1
Cc1ccc(NC(=O)CSc2nnc(Cn3c(=O)sc4ccccc43)n2C)cc1Cl,-9.4,.,-0.8,-17,13,-1,4,-6,11,34
NC(=O)/C(=N\OC(=O)c1ccco1)c1nc(-c2ccc(Br)cc2)cs1,1.1,.,-0.6,7,6,.,4,3,-2,-1
CNC(=S)NNC(=O)c1sccc1OCc1ccccc1,-7.3,.,-0.3,9,-8,.,-11,12,2,5
CC(=O)N1CCc2c(sc(NC(=O)C3CCN(S(=O)(=O)c4cccs4)CC3)c2C(N)=O)C1,-0.2,-1,-1.8,4,-9,-2,27,-2,6,-5
COc1cccc(CSc2nc(N)cc(N)n2)c1,-6.2,.,1.3,23,-4,0,-1,8,4,-2
CC(=O)COC(=O)C1CC(=O)N(c2ccc(C)c(C)c2)C1 (configuration not stated),-1.0,0,-2.1,-12,-2,-1,-10,-1,-7,4
O=C(Cc1c(F)cccc1Cl)OCN1C(=O)c2ccccc2C1=O,2.5,1,-1.5,2,3,-1,-4,2,-2,4

# Arranged by value in CAL PDZ FP-2 (low to high): some entries from above
SMILES,CDK5 inh,CAL PDZ FP-1,CAL PDZ FP-2,MITF act,dFosB activator,Wnt bcat act,Rtt109 Vps75,V-ATPase pH,RTF Ca sens act,Tat transport
COc1ccc(-c2nc(CN3CCN(c4ccccc4OC)CC3)c(C)o2)cc1,3.5,-3,-7.6,-18,-6,-1,13,0,8,9
CC(=O)N1CCc2c(sc(NC(=O)C3CCN(S(=O)(=O)c4cccs4)CC3)c2C(N)=O)C1,-0.2,-1,-1.8,4,-9,-2,27,-2,6,-5
CC(C)N(CCn1c(=S)[nH]c2ccccc2c1=O)C(C)C,-1.3,-6,-1.4,-2,-15,.,0,-1,4,-4

# Screening results from PubChem BioAssay.
